Wnt bcat act: activates Wnt/beta-catenin signaling in a reporter cell assay | AID 743398 | activator, plate reader | activation, % at 9.35 µM | actives 1.2% (n = 300,000); in the data active = activation above about 30%, passing the limit was not always enough;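 also: 0% = neutral control wells and 100% = positive control wells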
NSD2 inh: NSD2 (human) methyltransferase inhibition. actives 0.54% (n = 310,000). NSD2 peptide methylation, AlphaScreen, 120 min. inhibition, % at 12.5 µM. AID 743445; in the data active = inhibition above about 50%
Target sequence (O96028 whole entry, looked up): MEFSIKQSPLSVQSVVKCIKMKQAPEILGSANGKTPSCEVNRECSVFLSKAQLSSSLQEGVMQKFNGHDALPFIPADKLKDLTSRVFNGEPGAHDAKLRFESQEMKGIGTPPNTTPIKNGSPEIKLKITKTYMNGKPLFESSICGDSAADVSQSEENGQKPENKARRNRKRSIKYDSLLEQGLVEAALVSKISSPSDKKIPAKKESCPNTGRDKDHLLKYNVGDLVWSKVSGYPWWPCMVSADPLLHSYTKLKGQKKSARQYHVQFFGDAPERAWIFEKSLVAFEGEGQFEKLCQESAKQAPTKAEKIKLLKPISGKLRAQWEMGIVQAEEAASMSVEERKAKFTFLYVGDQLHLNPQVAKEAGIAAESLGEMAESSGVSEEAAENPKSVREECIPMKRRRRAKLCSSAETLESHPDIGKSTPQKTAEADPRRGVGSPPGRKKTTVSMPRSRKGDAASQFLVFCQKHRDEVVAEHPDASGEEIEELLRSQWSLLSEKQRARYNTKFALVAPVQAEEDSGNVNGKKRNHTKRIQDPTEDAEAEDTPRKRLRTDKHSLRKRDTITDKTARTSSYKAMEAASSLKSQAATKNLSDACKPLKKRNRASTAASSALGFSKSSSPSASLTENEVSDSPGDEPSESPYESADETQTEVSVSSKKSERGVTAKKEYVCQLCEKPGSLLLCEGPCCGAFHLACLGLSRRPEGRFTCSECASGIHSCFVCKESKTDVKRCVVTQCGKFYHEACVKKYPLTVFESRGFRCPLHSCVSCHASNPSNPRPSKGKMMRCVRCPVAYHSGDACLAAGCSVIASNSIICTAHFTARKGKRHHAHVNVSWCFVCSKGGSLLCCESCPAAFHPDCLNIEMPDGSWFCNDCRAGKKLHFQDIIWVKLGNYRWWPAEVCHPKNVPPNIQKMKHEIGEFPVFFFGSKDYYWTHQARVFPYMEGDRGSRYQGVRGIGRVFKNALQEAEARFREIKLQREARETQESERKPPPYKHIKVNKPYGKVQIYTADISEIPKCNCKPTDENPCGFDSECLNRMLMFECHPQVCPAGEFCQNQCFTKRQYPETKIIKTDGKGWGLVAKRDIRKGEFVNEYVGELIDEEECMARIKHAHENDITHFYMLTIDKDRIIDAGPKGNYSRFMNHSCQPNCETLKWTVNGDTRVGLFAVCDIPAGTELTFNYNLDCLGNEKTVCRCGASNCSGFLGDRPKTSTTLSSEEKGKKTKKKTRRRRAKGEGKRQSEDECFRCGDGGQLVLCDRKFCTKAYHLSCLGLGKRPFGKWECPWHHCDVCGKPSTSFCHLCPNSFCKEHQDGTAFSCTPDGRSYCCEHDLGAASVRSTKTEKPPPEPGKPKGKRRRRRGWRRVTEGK
Active calls of the source: *.

A first look, two compounds:
Below each SMILES: Wnt bcat act, NSD2 inh
COCCNC(=O)C1(C)CCN(C(=O)c2cc(-c3ccccc3)cs2)C1 (centres undefined)
 : -1, -2
Cc1ccc(NC(=O)OCCN(C)C(=O)Nc2ccc(C)cc2C)c(C)c1
 : -1, -1

All compounds of this part (from the top)
Below each SMILES: Wnt bcat act, NSD2 inh
COCCNC(=O)C1(C)CCN(C(=O)c2cc(-c3ccccc3)cs2)C1 (centres undefined)
 : -1, -2
Cc1ccc(NC(=O)OCCN(C)C(=O)Nc2ccc(C)cc2C)c(C)c1
 : -1, -1
CSCCC(c1nc2ccccc2[nH]1)n1c(/C=C/c2ccc(F)c(F)c2)nc2ccccc21 (centres undefined)
 : 26, -3
CC(C)(CO)CNc1ccn2nccc2n1
 : -1, -10
O=C(Nc1ccccc1Cl)c1cc(C2CCCN(C(=O)C3CCCCC3)C2)on1 (centres undefined)
 : -2, -1
CNc1nc(NCCCN2CCCC2=O)c2sccc2n1
 : 0, -1
CN1CCN(c2ccc(CNC(=O)c3ccc(-c4ccc(F)c(F)c4)c4ccoc34)cc2)CC1
 : -2, 0
O=C(Nc1ccc(Oc2ccccc2)cc1)c1csc([C@@H]2O[C@H](CO)[C@H](O)[C@H](O)[C@H]2O)n1
 : -2, 6
CC1=NN(C(N)=S)C(=O)C1N=Nc1ccccc1[N+](=O)[O-] (centres undefined)
 : -2, 7
COc1ccc(C(C)C)cc1-c1cccc2nncn12
 : -2, 0
Cc1cc(C)cc(C(O)c2ncc(-c3ccccc3C)[nH]2)c1 (centres undefined)
 : 1, 3
CC(=O)Nc1cccc(-c2ccnc3c2CC(C(=O)NCc2ccncc2)O3)c1 (centres undefined)
 : -2, 25
COc1ccc(Cl)cc1-c1cc(C(=O)Nc2ccc(C(C)(C)C)cc2)[nH]n1
 : -6, 0
CC(=O)C(=Cc1ccc(Cl)cc1)C(=O)c1ccccc1
 : 1, 9
CCNc1nc(=S)nc(NCc2ccccc2)[nH]1
 : -1, -2
c1ccc(OCCNc2ccn3nc(-c4ccccc4)cc3n2)cc1
 : 16, -3
CCCc1nc2sc3c(=O)[nH]cnc3c2c2c1CCCC2
 : -2, 1
CCNC(=O)C1(C)CCN(C(=O)c2ccc(OC(F)F)cc2)C1 (centres undefined)
 : 1, 2
CN(C)C(=O)c1cccc(-c2cnc3c(NC=O)cc(-c4ccc(F)cc4)cn23)c1
 : -5, 3
COc1ccc(Cl)cc1-c1cc(C(=O)NCc2ccc(F)cc2)[nH]n1
 : -4, -3
O=[N+]([O-])c1cc(/C=N/Nc2nc3ccccc3[nH]2)c(O)cc1O
 : 6, 17
CC1(C(=O)Nc2ccc3nc[nH]c3c2)CCN1C(=O)c1ccccc1CCc1ccccc1 (centres undefined)
 : -7, 0
Cc1ccsc1C(=O)N1CCC1(C)C(=O)NS(=O)(=O)c1ccccc1C(F)(F)F (centres undefined)
 : 2, 1
COc1ccc(NC(=O)C2(C)Cc3c(-c4ccc(NC(C)=O)cc4)ccnc3O2)cc1 (centres undefined)
 : 3, 2
CC1(C(=O)Nc2cccc(NS(C)(=O)=O)c2)CCN1CCc1ccccc1 (centres undefined)
 : -6, 10
CCc1nc2c(OCC(=O)C(C)(C)C)cccn2c1N(C)C(=O)COc1ccccc1
 : 0, 3
O=C(Nc1ccc(N2CCOCC2)cc1)c1csc([C@@H]2O[C@H](CO)[C@H](O)[C@H](O)[C@H]2O)n1
 : -3, -7
NC(Cc1ccc(C(F)(F)F)cc1)c1csc(Nc2cnccn2)n1 (centres undefined)
 : -1, 3
COc1ccc(S(=O)(=O)N2CCN(CC(=O)N3CCOCC3)CC2)cc1OC
 : -7, -5
Cc1cccc(C)c1NC(=O)C1(C)CN(S(C)(=O)=O)CC(=O)N1CCOc1ccccc1 (centres undefined)
 : 0, 0
NC(CCc1ccccc1)c1csc(Nc2nncc3ccccc23)n1 (centres undefined)
 : -1, -5
O=C(c1ccc(F)cc1)C1CCN(CCCn2c(=O)[nH]c3ccccc32)CC1
 : -4, -1
CN(C)c1ncnc2c1ncn2[C@H]1CN(CCN2CCOCC2)C[C@@H](CO)O1
 : 2, -3
CC(=O)Nc1cc(-c2cccc(N)c2)cn2c(-c3ccc(C(C)=O)cc3)cnc12
 : -3, -1
OC(c1ccc(F)cc1)c1ncc(-c2ccc(Oc3ccccc3)cc2)[nH]1 (centres undefined)
 : 0, 3
COCCNc1nc(NCc2cccs2)nc2ccsc12
 : 0, -1
O=C1C(=Cc2cccc(Cl)c2)Cc2ccccc21
 : 1, -3
CN(C)C(=O)c1cccc(-c2cc(NC=O)c3ncc(-c4ccc(F)c(Cl)c4)n3c2)c1
 : -3, -2
CCCCOc1ccc(S(=O)(=O)NC(=O)C2(C)CCN2C(=O)Cc2cccs2)cc1 (centres undefined)
 : -1, 1
O=C(NCc1cccnc1)c1csc([C@@H]2O[C@H](CO)[C@H](O)[C@H](O)[C@H]2O)n1
 : -1, -6
CCc1nc2ccc(C(=O)NCc3ccc4c(c3)OCO4)cn2c1N(CCC(C)C)CCN(C)C
 : -1, 7
COCCc1ccc(OC2(C)CCN(Cc3cccc(OC)c3OC)C2)cc1 (centres undefined)
 : -2, -2
COc1ccc(NC(=O)c2cccc3c(-c4ccc(O)c(OC)c4)coc23)cc1
 : -1, 0
Cc1nc(N)sc1C(=O)N/N=C/c1ccccc1[N+](=O)[O-]
 : 9, -1
CCOc1ccc(-c2cncc3nccn23)cc1
 : 6, -1
CCCS(=O)(=O)NC(=O)C1(C)CCN(C(=O)c2c(F)ccc(C)c2F)C1 (centres undefined)
 : -6, -1
CC(=O)NCCNC(=O)Cn1nnc(-c2ccccc2)c1COc1ccc2ccccc2c1
 : -2, -1
CC(C)Oc1ccc(CN2CCC2(C)C(=O)Nc2cccc3cccnc23)cc1 (centres undefined)
 : -4, 0
Cc1ccc(-c2cnc(C(O)c3cc(Cl)cc(Cl)c3)[nH]2)cc1 (centres undefined)
 : -6, 0
C/C(=N\NC(=O)c1ccccn1)c1ccc(C(=O)O)s1
 : -1, -4
COC(=O)C1=C(C)NC(=S)NC1c1cccc(OC)c1 (centres undefined)
 : -6, -1
COc1ccc(-c2cnc3c(NC(C)=O)cc(-c4ccccc4OC)cn23)cc1OC
 : -1, 3
CSc1ccc(CN2CCC2(C)C(=O)Nc2cccc(NS(C)(=O)=O)c2)cc1 (centres undefined)
 : -4, 6
O=C1CCC(C(=O)N2CCN(c3cnccn3)CC2)CN1CCc1ccccc1 (centres undefined)
 : 5, 2
CSc1ccc(NC(=O)C2(C)CCN2C(=O)c2sccc2C)cc1 (centres undefined)
 : 0, 1
Cc1cccc(C(C)C)c1NC(=O)COC(=O)CCC(=O)N(CC(C)C)c1c(N)n(CC(C)C)c(=O)[nH]c1=O
 : -1, -4
CCc1nc2c(OCc3cc(Cl)cc(Cl)c3)cccn2c1N(C=O)Cc1ccc(OC)cc1
 : -1, 21
COc1c(C)cc(C(O)c2ncc(-c3ccc4ccccc4c3)[nH]2)cc1C (centres undefined)
 : -3, -3
O=C(Nc1ccn(CCOC(=O)c2ccccc2)c(=O)n1)c1ccccc1
 : -1, -1
COc1ccc(NC(=O)c2cc(-c3cc(F)ccc3OCC3CCCO3)n[nH]2)cc1OC (centres undefined)
 : 0, 1

The listing continues.
Below each SMILES: Wnt bcat act, NSD2 inh
COc1cccc(CN2CCC2(C)C(=O)Nc2cccc3cccnc23)c1F (centres undefined)
 : -1, 4
CC(=O)Nc1ccc(-c2ccnc3c2CC(C)(C(=O)NC(C)C)O3)cc1 (centres undefined)
 : 41*, -1
COc1ccccc1CNc1nc(NCc2ccccc2OC)c2sccc2n1
 : -9, 1
O=C(N/N=C/c1ccncc1)c1cccc([N+](=O)[O-])c1
 : -3, 10
CCc1nc2ccc(C(=O)Nc3ccc(OC)c(OC)c3)cn2c1N(C)C(=O)c1cccc(OC)c1
 : -1, -3
O=C(CN1C(=O)c2ccccc2C1=O)Nc1nc(-c2cccc([N+](=O)[O-])c2)cs1
 : 1, -1
Nc1nc2c(ncn2[C@@H]2O[C@H](C(=O)N[C@@H](Cc3ccccc3)C(=O)NCc3ccc4c(c3)OCO4)[C@@H](O)[C@H]2O)c(=O)[nH]1
 : -1, 0
CCOC(=O)[C@]12CCCC=C1N(CCC1=CCCCC1)C(=O)[C@H](CC(=O)NCCCCc1ccccc1)C2
 : -3, 2
Cc1ccc(F)c(S(=O)(=O)NC(=O)C2(C)CCN2C(=O)c2ccccc2)c1 (centres undefined)
 : 0, 8
CCc1nc2c(OCc3ccc(F)c(F)c3)cccn2c1N(C)C(=O)c1ccncc1
 : 1, -1
COc1cc(CN2CCC(C(=O)NC(c3ccccc3)c3ccsc3)CC2)cc(OC)c1 (centres undefined)
 : -1, 0
OC(c1ccc(F)c(F)c1)c1nc(-c2cccc3cccnc23)cs1 (centres undefined)
 : -2, -1
COc1cccc(-c2cnc(C(O)c3cc(C)cc(C)c3)[nH]2)c1 (centres undefined)
 : -1, 4
COc1ccc(C(=O)Nc2nnc([C@@H]3C[C@H](O)[C@@H](CO)O3)s2)cc1
 : -1, 1
O=C(Nc1ccc(OCc2ccccc2)cc1)Nc1nnc([C@@H]2C[C@H](O)[C@@H](CO)O2)s1
 : 0, 5
O=c1[nH]c(=O)c2ccccc2o1
 : 0, -2
CC1(C(=O)NS(=O)(=O)c2ccc(F)cc2F)CCN1C(=O)c1ccco1 (centres undefined)
 : 0, -1
CCCCC(=O)N(C)c1c(C)nc2ccc(C(=O)N3CCCCC3)cn12
 : -3, 3
COCCNC(=O)C1CCCN(C(=O)COCc2ccccc2)CC1 (centres undefined)
 : -3, 0
COc1ccc(-c2csc(C(C)(O)c3cccc(F)c3)n2)cc1 (centres undefined)
 : 5, -4
CN(C)c1ccc(CNc2ccc3c(c2)ncn3C)cc1
 : 4, 10
COc1cc(/C=C2\SC(=Nc3ccc(O)cc3)NC2=O)cc(OC)c1OC
 : -5, -1
COc1ccc(NC(=O)C2(C)CCN2C(=O)CC2CCCC2)cc1OC (centres undefined)
 : -4, 0
OC(c1ccc(Cl)c(Cl)c1)c1ncc(-c2cccc(F)c2)[nH]1 (centres undefined)
 : -3, 2
COC(=O)[C@]12CCCCC=C1N(CCc1ccc(OC)c(OC)c1)C(=O)[C@H](CC(=O)N1CCC(c3ccccc3)CC1)C2
 : -5, 0
CC1(C(=O)NS(=O)(=O)c2cccs2)CCN1C(=O)C1(c2ccc(Cl)cc2)CC1 (centres undefined)
 : -3, 2
Cc1ccc(NC(=O)C2(C)CCN2C(=O)CC(c2ccccc2)c2ccccc2)cc1 (centres undefined)
 : -2, 0
Cc1nn(C)c(C)c1/C=N/NC(=O)c1csc2ccccc12
 : 13, -1
OC(c1ccccc1)c1nc(-c2ccc(Cl)cc2)cs1 (centres undefined)
 : 0, -3
Clc1cccc(CNc2ccn3nc(-c4ccccc4)cc3n2)c1
 : 5, -3
Nc1ncnc2c1ncn2[C@@H]1O[C@H](C(=O)N[C@@H](CCc2ccccc2)C(=O)N2CCN(C(=O)C(F)(F)F)CC2)[C@@H](O)[C@H]1O
 : -2, -2
O=C(NCC1CCCCC1)c1cc(-c2cc(F)ccc2OCC2CCCO2)n[nH]1 (centres undefined)
 : -3, 4
COc1ccccc1-c1ccc2c(c1)C(C)(Cc1cccc(F)c1)C(=O)N2 (centres undefined)
 : -2, 6
COc1cc(C)ccc1S(=O)(=O)NC(=O)C1(C)CCN1C(=O)Cc1ccc(C(C)(C)C)cc1 (centres undefined)
 : -3, -4
O=NN(CC(=O)NNc1ccccc1)CC(=O)NNc1ccccc1
 : 1, -3
CSc1ccc(CN2CCC2(C)C(=O)Nc2cnc3ccccc3c2)cc1 (centres undefined)
 : -1, 1
O=C(C(=O)N1CCC(CNC(=O)c2cccs2)CC1)c1cc2ccccc2o1
 : -1, 0
Cc1ccc2[nH]c3c(c2c1)CN(C(=O)CN1CCN(C(=O)c2ccco2)CC1)CC3
 : 2, 3
Cc1ccc(F)cc1C(=O)N1CCCCC1c1cc(C(=O)NC(C)C)no1 (centres undefined)
 : -2, 1
Cc1ccc(F)cc1-c1nc(NCC2CC2)nc2ccsc12
 : -4, -9
COc1cccc(NC(=O)Nc2nnc([C@@H]3C[C@H](O)[C@@H](CO)O3)s2)c1
 : -2, 0
CCOC(=O)C1(C)CCCN(C(=O)c2ccc(N(C)C)cc2)C1 (centres undefined)
 : 0, 9
CCOC(=O)C1(C)CCN1C(=O)c1ccc(N(C)C)cc1 (centres undefined)
 : -2, 0
Cc1nc2c(OCc3ccc(F)c(F)c3)cccn2c1N(C)C(=O)CCC1CCCC1
 : -2, -1
COc1cccc(NC(=O)C2(C)CCN2Cc2ccc(SC)cc2)c1 (centres undefined)
 : 0, 0
COc1ccc(OC)c(Nc2nnc(C)c(=O)[nH]2)c1
 : -3, -2
O=C(NCc1cccs1)c1ccc2sc(C3=C[C@@H](O)[C@@H](O)[C@@H](CO)O3)nc2c1
 : -3, 1
NC(c1csc(NC(=O)Nc2cccc(Cl)c2)n1)c1ccccc1Cl (centres undefined)
 : -5, -1
COc1ccc(OCCN2CCC(C(=O)NC(c3ccc(Cl)cc3)c3cccnc3)CC2)cc1 (centres undefined)
 : -2, 0
CCCCCCC=C1CCC(CN2CCCC2)C1=O (centres undefined)
 : -1, 26
CCc1nc2c(OCCOc3ccc(F)cc3)cccn2c1N(C)C(=O)c1cccs1
 : 2, 0
O=C(NCc1ccc(Cl)c(Cl)c1)c1cc(C2CCCCN2C(=O)C2CCCCC2)on1 (centres undefined)
 : -3, -1

Reprinted at random: 7 records from the list
Below each SMILES: Wnt bcat act, NSD2 inh
Cc1nc2c(OCc3ccc(F)c(F)c3)cccn2c1N(C)C(=O)CCC1CCCC1
 : -2, -1
CCc1nc2c(OCCOc3ccc(F)cc3)cccn2c1N(C)C(=O)c1cccs1
 : 2, 0
O=C(NCc1ccc(Cl)c(Cl)c1)c1cc(C2CCCCN2C(=O)C2CCCCC2)on1 (centres undefined)
 : -3, -1
COc1ccc(OCCN2CCC(C(=O)NC(c3ccc(Cl)cc3)c3cccnc3)CC2)cc1 (centres undefined)
 : -2, 0
NC(c1csc(NC(=O)Nc2cccc(Cl)c2)n1)c1ccccc1Cl (centres undefined)
 : -5, -1
CCCCCCC=C1CCC(CN2CCCC2)C1=O (centres undefined)
 : -1, 26
CCOC(=O)C1(C)CCN1C(=O)c1ccc(N(C)C)cc1 (centres undefined)
 : -2, 0

An excerpt; the hit share may differ from the screen's.
